Compound activity deposited in PubChem by National Center for Advancing Translational Sciences (NCATS).
Luciferase inh – inhibitors of firefly (Photinus pyralis) luciferase; P08659; purified P. pyralis luciferase, luminescence, biochemical; Potency, µM (doses to about 115 µM), inactives show at the top dose activity change, negative = inhibition, hits mostly inhibitors; 76,000 compounds, 2.5% hits; AID 1347043; note: potency is the fitted concentration of half-maximal effect; nearly all actives have a fitted effect of over 65% in size
Target sequence (P08659 whole entry, looked up): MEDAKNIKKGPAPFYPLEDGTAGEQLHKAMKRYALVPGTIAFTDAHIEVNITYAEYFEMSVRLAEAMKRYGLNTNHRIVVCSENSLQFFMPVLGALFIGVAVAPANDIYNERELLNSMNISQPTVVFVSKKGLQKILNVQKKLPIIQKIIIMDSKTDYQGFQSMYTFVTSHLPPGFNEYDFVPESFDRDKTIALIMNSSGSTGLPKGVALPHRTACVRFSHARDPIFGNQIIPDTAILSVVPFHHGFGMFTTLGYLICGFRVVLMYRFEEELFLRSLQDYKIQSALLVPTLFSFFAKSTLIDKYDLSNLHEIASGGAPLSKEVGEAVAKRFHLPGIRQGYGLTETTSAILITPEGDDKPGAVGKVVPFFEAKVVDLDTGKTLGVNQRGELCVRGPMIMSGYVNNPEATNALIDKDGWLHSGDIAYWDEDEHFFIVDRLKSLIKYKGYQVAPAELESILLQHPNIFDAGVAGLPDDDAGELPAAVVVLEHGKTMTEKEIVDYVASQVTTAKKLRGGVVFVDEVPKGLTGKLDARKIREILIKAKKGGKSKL
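Cell-free enzyme assay, 10nM P. pyralis luciferase, luciferin and ATP each at 10uM. Inhibition profiled over a 6-point titration, read as luminescence.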
HEK cytotox – cytotoxic compounds in HEK 293 cells; HEK 293 viability, ATP luminescence (CellTiter-Glo), 48-72 h; Potency, µM (doses to about 115 µM), for the others: at the top dose activity change, negative = cytotoxicity, actives largely listed as inhibitors; 94,000 compounds, 6.6% hits; AID 1345083; note: potency is the fitted concentration of half-maximal effect; nearly all actives have a fitted effect of over 60% in size
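CellTiter-Glo luminescence (cellular ATP) was read after 48 or 72 hr of compound exposure at 37 degree Celsius. Cells were HEK 293 plated at 250 cells/well.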
GPT2 inh – inhibitors of human GPT2 alanine aminotransferase. 100,000 compounds, 0.25% hits. Potency, µM (highest dose often 57.7 µM), inactives show at the top dose activity change, negative = inhibition, hits mostly inhibitors. Q8TD30. Recombinant GPT2, coupled pyruvate oxidase/HRP Amplex Red fluorescence. AID 1671188; note: potency is the fitted concentration of half-maximal effect; nearly all actives have a fitted effect of over 60% in size; many of its hits are not listed in these tables
Target sequence (Q8TD30 whole entry, looked up): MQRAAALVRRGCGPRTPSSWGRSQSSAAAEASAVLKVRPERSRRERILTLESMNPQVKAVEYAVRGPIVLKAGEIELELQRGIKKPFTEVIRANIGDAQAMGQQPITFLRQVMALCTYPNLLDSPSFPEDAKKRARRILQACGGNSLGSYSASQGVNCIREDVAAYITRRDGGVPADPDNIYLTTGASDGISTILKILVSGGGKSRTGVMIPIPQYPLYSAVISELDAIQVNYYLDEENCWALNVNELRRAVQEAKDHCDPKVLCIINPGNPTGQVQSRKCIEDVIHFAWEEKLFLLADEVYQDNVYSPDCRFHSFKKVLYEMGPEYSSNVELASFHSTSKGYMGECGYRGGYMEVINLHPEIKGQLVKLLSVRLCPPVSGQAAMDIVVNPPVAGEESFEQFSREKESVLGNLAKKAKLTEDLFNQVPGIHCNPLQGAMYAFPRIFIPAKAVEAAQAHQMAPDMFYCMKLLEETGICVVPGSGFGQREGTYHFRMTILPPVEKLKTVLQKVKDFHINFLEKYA
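Recombinant GPT2 (10ng/uL) with 250uM a-KG and 2mM L-alanine, 30 min at room temperature, in HEPES pH 7.5 buffer. Pyruvate detected by pyruvate oxidase/HRP/Amplex Red fluorescence after 30 min in the dark; AOA (50uM) as positive control.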
3T3 cytotox – kills NIH 3T3 cells; NIH 3T3 viability, CellTiter-Glo ATP luminescence, 48-72 h; Potency, µM (titrated, usually from 96.7 µM), inactives show at the top dose activity change, negative = cytotoxicity, hits mostly inhibitors; 94,000 compounds, 4.3% hits; AID 1345082; note: potency is the fitted concentration of half-maximal effect; nearly all actives have a fitted effect of over 55% in size
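Viability of NIH 3T3 cells after 48 or 72 hr compound treatment at 37 °C was assessed by CellTiter-Glo, with luminescence imaged following a 10 min room-temperature step.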
IP6K1 inhibitor – inhibitors of human IP6K1 | IP6K1 kinase, ADP-Glo luminescence, 2 h; active compounds read low | Q92551 | activity change, % (series mostly up to about 58 µM) | 140,000 compounds, 0.81% hits; in the data active = activity change below about -25%
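ADP-Glo luminescence measures ADP made by human IP6K1 during a 2 h RT reaction with ATP/IP6 (mix at 1.3 mM/130 uM); top library doses 57.5 and 19.1 uM final.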
SNCA viab count – cell viability loss counter-screen | HEK-293-SNCA-luc viability, GF-AFC fluorescence, 24 h | Potency, µM (doses to about 57.1 µM), inactives show top-dose activity change, negative = cytotoxicity, hits mostly cytotoxic | 150,000 compounds, 0.12% hits | AID 1671193;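 note: potency is the fitted concentration of half-maximal effect; 0% = DMSO-treated cells and -100% = medium-only wells without cells; nearly all actives have a fitted effect of over 30% in size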
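HEK-293-SNCA-luc cells (1500/well) plated 24 h, then exposed 24 h to a dilution series; GF-AFC added 30 min at 37C, fluorescence 405/540 nm; normalised to medium-only and DMSO wells, Hill fit.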
SNCA expr inhib – inhibitors of alpha-synuclein (SNCA) gene expression | HEK-293 SNCA-luciferase knock-in, luminescence, 24 h | 140,000 compounds, 0.17% hits | Potency, µM (doses to about 57.2 µM), inactives show at the top dose activity change, negative = inhibition, actives largely listed as inhibitors;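 note: potency is the fitted concentration of half-maximal effect; plate controls were DMSO cells for no effect and cell-free wells for full effect; nearly all actives have a fitted effect of over 45% in size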
* marks the source's active call; other numbers are inactive results; i = inactive; ? = inconclusive; / = no result given; [ ] = another dose, or the depositor's remark. Unless noted, calls come from the whole dose curve; as a rule, active = well fitted curve in the direction sought with a large enough effect; inconclusive = small, poorly fitted or top-dose-only effect, or another doubt; inactive = no such curve, though single readings can be large; an effect the other way counts as inactive or inconclusive. Unless noted, % is set by controls: 0 for no effect and ±100 for the full control effect.

SMILES	Luciferase inh	HEK cytotox	GPT2 inh	3T3 cytotox	IP6K1 inhibitor	SNCA viab count	SNCA expr inhib
CNC(=O)c1cc[nH]c1C1CCCN(C(=O)CN2CCCC2=O)C1 (stereo not drawn)	-2%	i	3%	i	9	6%[12.5 µM]	10%
Cc1ccc(C(CC(=O)Nc2ccc(F)c(Cl)c2)N2Cc3ccccc3C2=O)cc1 (stereo not drawn)	/	/	/	/	-12	-2%	7%
O=C(Cc1ccccc1F)N1CCC(c2nc3c(nnn3Cc3cccc(Cl)c3)c(=O)[nH]2)CC1	/	/	/	/	-21	-11%	-19%
Cc1cccc(OCC(=O)Nc2ccc3c(c2)N(C)C(=O)c2ccccc2S3)c1	/	/	/	/	4	-8%	?
O=C(Nc1ccc(F)cc1)c1ccc(CN2CC(=O)N3CCCCC3C2=O)cc1 (stereo not drawn)	/	/	/	/	33	-6%	-6%
CCCCNC(=O)c1cn(C)c2ccc(S(=O)(=O)N3CCCC3)cc2c1=O	/	/	/	/	19	15%	22%
O=C1N[C@H](CCC(=O)N2CCN(Cc3ccccc3)CC2)C(=O)Nc2ccccc21	0%	0%	1%	-13%	8	2%	-6%
COc1ccc(NC(=O)Cn2c(=O)n(C(C)C)c(=O)c3oc4ccccc4c32)cc1Cl	/	/	/	/	28	?	-16%
COc1cccc(CNC(=O)c2c(OC)cc(=O)n3c2CCCC3)c1OC	5%	4%	-3%	i	4	11%	11%
O=C1NCc2ccccc2CC12CCCCN2Cc1ccc(F)cc1 (stereo not drawn)	/	?	i	-13%	-9	-13%	1%
CCOCCn1c(=O)[nH]c2cc(C(=O)NCc3n[nH]c(C)n3)ccc21	4%	-4%	i	i	0	-1%	-12%
CS(=O)(=O)c1ccc(CN[C@@H]2CO[C@H](CNC(=O)c3ccc(F)cc3)[C@H]2O)cc1	-7%[172 µM]	-2%[172 µM]	i	i	2	-5%[87.6 µM]	7%[87.6 µM]
CC(=O)NCC(=O)N1CCCC(Nc2ccc(F)cc2)C1 (stereo not drawn)	4%	4%	i	i	8	-4%	-1%
CC(=O)Nc1ccc(NC(=O)C(c2ccccc2)N2Cc3ccccc3C2=O)cc1 (stereo not drawn)	/	/	/	/	-14	-2%	16%
COc1ccccc1-c1cc(C(=O)N(C)CC#N)c2cnn(C)c2n1	/	-18%	/	-28%	8	/	/
CN(C)c1ccc(CNC(=O)Cc2ccc(NC(=O)N3CCCCc4ccccc43)cc2)cc1	/	/	/	/	13	13%	-22%
Cc1ccc(C(=O)N2CCC3(CC2)CC(=O)N(c2ccccc2)c2ccccc2O3)cc1	-2%	?	i	-26%	1	4%	-5%
O=C(OCC1(COC(=O)c2cccnc2)CCCC(COC(=O)c2cccnc2)(COC(=O)c2cccnc2)C1O)c1cccnc1	/	/	-3%	/	-9	-2%[23.9 µM]	10%[25.6 µM]
O=C(CCn1cncn1)N1CCC2(CCC(=O)N(CCc3ccncc3)C2)CC1	0%	-10%	-1%	-12%	-1	3%	-7%
O=C(NCCc1c[nH]c2ccccc12)C1CC(=O)N(c2n[nH]c3cccc(F)c23)C1 (stereo not drawn)	9%	?	i	-5%	-9	2%	-14%
O=C(C1CCCN1C(=O)Nc1ccccc1)N1CCC(N2CCOCC2=O)CC1 (stereo not drawn)	/	-17%	i	-15%	22	5%	-9%
COC[C@@H]1[C@H](C(=O)N2CCN(Cc3ccccc3)CC2)CCC(=O)N1C	-7%	3%	?	-10%	0	-4%	-16%
CC(C)CCN1C(=O)CC[C@]2(C(=O)N(C)Cc3ccco3)CCCC[C@@H]12	-6%	?	-9%	-28%	-8	-18%	-21%
Cc1cc(CN2CCC3(CC2)CCN(C(=O)c2ccco2)CC3CO)on1 (stereo not drawn)	-4%	-1%	-1%	-4%	-1	-10%	-16%
CCCN1CCN(C(=O)c2c(OC)cc(=O)n3c2CCCC3)CC1	-1%	-3%	4%	-1%	-8	-9%	3%

Next part (4 carried over from the part before).
SMILES	Luciferase inh	HEK cytotox	GPT2 inh	3T3 cytotox	IP6K1 inhibitor	SNCA viab count	SNCA expr inhib
COC[C@@H]1[C@H](C(=O)N2CCN(Cc3ccccc3)CC2)CCC(=O)N1C	-7%	3%	?	-10%	0	-4%	-16%
CC(C)CCN1C(=O)CC[C@]2(C(=O)N(C)Cc3ccco3)CCCC[C@@H]12	-6%	?	-9%	-28%	-8	-18%	-21%
Cc1cc(CN2CCC3(CC2)CCN(C(=O)c2ccco2)CC3CO)on1 (stereo not drawn)	-4%	-1%	-1%	-4%	-1	-10%	-16%
CCCN1CCN(C(=O)c2c(OC)cc(=O)n3c2CCCC3)CC1	-1%	-3%	4%	-1%	-8	-9%	3%
CC(NC(=O)c1csc2nc(-c3cccc(C(F)(F)F)c3)cn12)c1ccncn1 (stereo not drawn)	40µM*	?	-20%	?	2	4%	47%[activator]
Cc1ccc(C(=O)N2CCN(c3cc(C(F)(F)F)ncn3)CC2)cc1	11%	-17%	i	?	-14	-5%	-8%
Cc1cc2nn(-c3ccc(F)cc3)nc2cc1NC(=O)c1cccc2c(Cl)cccc12	/	/	/	/	-15	-1%	-1%
CNC(=O)Nc1ccc(C)n(CC(=O)NCc2cccc(OC)c2)c1=O	-1%	0%	i	i	-9	9%	8%
CC(=O)c1ccc(N2CCN(C(=O)c3cc4c(s3)-c3ccccc3OC4)CC2)cc1	/	/	/	/	21	0%	22%
Cc1cn2nc(C(=O)Nc3cccc(F)c3C)cc2c(N(C)Cc2ccccc2)n1	0%	1%	?	-26%	-14	-12%	34%[activator]
CN(C)c1ccc(-c2nnnn2[C@H]2CO[C@H]3[C@@H]2OC[C@H]3O)cc1	-4%[172 µM]	-5%[172 µM]	-28%[88.5 µM]	-2%[174 µM]	10	-2%[87.6 µM]	19%[87.6 µM]
CCCS(=O)(=O)N[C@@H]1CN(c2ncccn2)C[C@H]1CN(C)C	-4%	-22%	i	-14%	12	-6%	12%
O=C(c1cccc(F)c1)N1CCC(Cc2nc(-c3ccccc3)no2)CC1	-13%	?	i	?	-10	0%	?
O=C(c1ccccc1)N1CCC(C(=O)N2CCC(N3CCOCC3=O)CC2)CC1	/	2%	-3%	-1%	-10	7%	16%
CCN(CC)c1ccc(NC(=O)c2cc(CN3CCCC3)on2)c(C)c1	/	/	/	/	2	-14%	?
O=C(NCC(=O)N1CCC(c2ccccc2)CC1)c1cccc(-c2ccsc2)c1	/	35µM*	-5%	?	-2	2%[12.5 µM]	-15%
CC(=O)N1C[C@@H]2CCCN3CCC[C@@H]([C@H]23)[C@H]1CCCC(=O)NCc1ccc(N2CCN(C)CC2)cc1	-2%	8%	i	i	-4	0%	-8%
CC1=C(C(=O)Nc2cccnc2)C(c2ccc(C)cc2)n2nc(SCc3ccccc3F)nc2N1 (stereo not drawn)	/	/	/	/	6	-8%	2%
Cc1ccc(CN2CCC3(CC2)COc2ccccc2NC3=O)cc1	1%[172 µM]	-18%[172 µM]	i	-10%[138 µM]	18	7%[87.6 µM]	-1%[87.6 µM]
COc1ccc(CNC(=O)N2CCc3nnc(C4CC4)n3CC2)cc1	/	-1%	i	-15%	4	8%	-16%
CC(C)CS(=O)(=O)Nc1ccc([C@H]2OCC(=O)N(Cc3ccc(F)cc3)[C@@H]2CO)cc1	-6%	?	-1%	-22%	-4	-2%	-27%
Cn1cc(CC(=O)N2CCCc3ncc(C(=O)N4CCCC[C@@H]4c4ccccc4)cc32)c2ccccc21	13%	?	0%	?	11	-29%	15%
COC(=O)c1c(NC(=O)c2c(OC)cccc2OC)sc2c1CCCC2	/	/	/	/	17	-11%	3%
Cn1c(COc2cccc(C(F)(F)F)c2Cl)nnc1C1CC(N)C1 (stereo not drawn)	9%	-20%	i	?	1	2%	8%
COc1ccc(C)cc1NC(=O)CN1C(=O)COc2ccc(S(=O)(=O)N3CCOCC3)cc21	/	/	/	/	6	-10%	-22%
Cc1ccc2nc(-c3ccccc3F)c(Nc3ccc(Cl)cc3)n2c1	/	/	/	/	2	-23%	?
CC1(c2ccccc2)N(Cc2ccccc2C#N)C(=O)OC12CCN(C(=O)Cc1ccc(O)cc1)CC2 (stereo not drawn)	-11%	-23%	i	11µM*	-11	-4%	-13%
CCC(=O)N1CCc2cc(S(=O)(=O)CCC(=O)NCc3ccc(C)cc3)ccc21	/	/	/	/	23	-6%	-14%
CCCNC(=O)N1C[C@@H]2CCCN3CCC[C@@H]([C@H]23)[C@H]1CCCC(=O)NC	14%	-2%	3%	1%	-10	-3%	-19%
Other records.
SMILES	Luciferase inh	HEK cytotox	GPT2 inh	3T3 cytotox	IP6K1 inhibitor	SNCA viab count	SNCA expr inhib
COc1ccc(N2CCN(c3nc(C(=O)NC4CC4)cs3)CC2)cc1	-12%	32µM*	?	28µM*	-5	-3%	-27%
COc1ccc(CC(=O)N2CC(N3C(=O)c4c(c(C)nn4-c4ccccc4)C3C)C2)cc1 (stereo not drawn)	/	40µM*	/	?	8	/	/
CC(C)c1ccc(C(=O)N2CCC(C3CCNC3)CC2)cc1 (stereo not drawn)	-28%	-26%	3%	-22%	-6	3%[12.5 µM]	1%
O=C(NCCN1CCCCC1)c1ccc(-c2nnc3ccc(NC(=O)C4CCC4)cn23)cc1	0%	-5%	1%	-2%	-3	-13%	-14%
CC(=O)N[C@@H]1CN(C(=O)CCc2c[nH]c3ccccc23)C[C@H]1CO	-3%	i	i	-4%	3	3%	8%
CNC(=O)c1cc(C2CC2)nc2onc(C3CCN(C(=O)c4ccc(Cl)nc4)C3)c12 (stereo not drawn)	/	-19%	/	-31%	2	/	/
CCOc1ccc(S(=O)(=O)N(C(C)=O)c2ccc3oc(C)c(C(=O)OC)c3c2)cc1	/	/	/	/	-2	-15%	?
CCN1c2cc(C(=O)NCc3cccc(F)c3)ccc2C(=O)N2CCCCCC21 (stereo not drawn)	-12%	?	-6%	-29%	8	18%[12.5 µM]	-31%
CCC(C)NC(=O)N1CCn2nnc(CCC(=O)N3CCOCC3)c2C1 (stereo not drawn)	-1%	0%	i	4%	-2	-1%	-1%
COc1ccc(CN2C[C@@H]3C(=O)N(CCc4ccccc4)C(=O)[C@@H]3C2)c(OC)c1	4%	?	-13%	?	-13	9%	-1%
COc1cccc(CN2CCOC[C@H](Oc3ccc(C(F)(F)F)cn3)C2)c1	-1%[172 µM]	?	3%[88.5 µM]	?	11	-8%[87.6 µM]	-2%[87.6 µM]
Cc1sc2ncn(CC(=O)N3CCN(c4ccccc4F)CC3)c(=O)c2c1S(=O)(=O)N1CCC(C)CC1	/	/	/	/	21	-3%	-7%
COCCN1C(=O)CS(=O)C12CCN(S(=O)(=O)c1ccccc1)CC2 (stereo not drawn)	-5%	4%	i	-2%	-8	-2%	5%
N#Cc1cccc(-c2c(C(=O)NCc3cccc(Cl)c3)nc3sccn23)c1	/	?	?	?	3	-3%	-1%

A portion of the library (hit frequency here may not be typical).
